Fam108B inh: Fam108B inhibition, counter-screen for RBBP9 inhibitors. recombinant Fam108B, FP-Rh probe fluorescence polarization. inhibition, % at 9.51 µM. 0.33% of 300,000 active;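 active = inhibition above the screen mean inhibition plus 3 SD, computed separately per campaign, cut at about 18% in these data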;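 note: inhibitors lower polarization as less probe binds the enzyme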
GSTO1 counter: blocks human GSTO1 in RBBP9 counter-screen; 1.1% of 300,000 active; inhibition, % at 5.96 µM; P78417; AID 1974; recombinant GSTO1, activity-based probe fluorescence polarization;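 active = inhibition above the campaign mean inhibition plus 3 SD, cut at about 35% in these data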;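 note: 0% = GSTO1-1 with DMSO and 100% = wells lacking GSTO1-1 enzyme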
Target sequence (P78417 whole entry, looked up): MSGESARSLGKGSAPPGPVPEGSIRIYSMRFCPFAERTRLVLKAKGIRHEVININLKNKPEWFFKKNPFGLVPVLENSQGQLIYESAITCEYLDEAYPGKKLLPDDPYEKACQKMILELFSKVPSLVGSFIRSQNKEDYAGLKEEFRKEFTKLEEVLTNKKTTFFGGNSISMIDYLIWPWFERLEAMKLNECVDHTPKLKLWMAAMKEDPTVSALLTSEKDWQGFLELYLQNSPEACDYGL
Bcl-xL primary: Bcl-xL (human) inhibition; GST-Bcl-xL / FITC-Bim BH3 peptide fluorescence polarization; inhibition, % at 10.9 µM; 0.7% of 320,000 active;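 active = inhibition above the mean of all tested compounds plus 3 SD, cutoff set per campaign, cut at about 30% in these data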;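 note: 0% = DMSO wells and 100% = unlabeled Bim-BH3 peptide competitor; inhibitors lower millipolarization by displacing the labeled peptide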
TPT1 inhibitor: blocks Candida albicans tRNA 2'-phosphotransferase; recombinant caTPT1, FP RNA substrate dephosphorylation; inhibition, % at 5 µM; 0.81% of 300,000 active; AID 1962;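 active = inhibition above the mean of all tested compounds plus 3 SD, set per screening campaign, cut at about 24% in these data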;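 note: plate controls were DMSO alone for no effect and ferristatin control at 100 nM for full effect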
PME-1 inh: blocks human protein phosphatase methylesterase 1. Q9Y570. recombinant PME-1, FP-Rh probe fluorescence polarization. inhibition, % at 5.9 µM. 0.53% of 320,000 active. AID 2130;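 active = inhibition above the campaign mean of all compounds plus 3 SD, cut at about 26% in these data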;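 note: competitive labeling of PME-1 active site by serine hydrolase directed probe; 0% = PME-1 with DMSO and 100% = wells lacking PME-1 enzyme; inhibitors block probe labeling so polarization falls and inhibition rises; many of its hits are not listed in these tables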
Target sequence (Q9Y570 whole entry, looked up): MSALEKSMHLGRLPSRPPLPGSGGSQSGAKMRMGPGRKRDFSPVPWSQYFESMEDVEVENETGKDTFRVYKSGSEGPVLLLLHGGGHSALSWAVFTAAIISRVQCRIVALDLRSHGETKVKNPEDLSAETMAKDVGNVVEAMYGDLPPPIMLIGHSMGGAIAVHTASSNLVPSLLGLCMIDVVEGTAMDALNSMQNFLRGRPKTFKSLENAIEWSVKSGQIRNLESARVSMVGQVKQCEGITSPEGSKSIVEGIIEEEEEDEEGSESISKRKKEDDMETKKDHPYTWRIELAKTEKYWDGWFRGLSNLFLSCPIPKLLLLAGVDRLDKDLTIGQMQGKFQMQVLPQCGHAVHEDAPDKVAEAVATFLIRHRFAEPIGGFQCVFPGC
GLD-1 RNA inh: GLD-1-TGE RNA interaction inhibition (C. elegans) | purified GLD-1 + fluorescein TGE RNA, fluorescence polarization | Q17339 | 0.44% of 320,000 active | AID 2280 | inhibition, % at 5.96 µM;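 active = percent inhibition above a per-plate cutoff, the plate mean of test compounds plus 3 SD, cut at about 30% in these data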;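 note: 0% = DMSO wells with GLD-1 and probe and 100% = wells lacking GLD-1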
Target sequence (Q17339 whole entry, looked up): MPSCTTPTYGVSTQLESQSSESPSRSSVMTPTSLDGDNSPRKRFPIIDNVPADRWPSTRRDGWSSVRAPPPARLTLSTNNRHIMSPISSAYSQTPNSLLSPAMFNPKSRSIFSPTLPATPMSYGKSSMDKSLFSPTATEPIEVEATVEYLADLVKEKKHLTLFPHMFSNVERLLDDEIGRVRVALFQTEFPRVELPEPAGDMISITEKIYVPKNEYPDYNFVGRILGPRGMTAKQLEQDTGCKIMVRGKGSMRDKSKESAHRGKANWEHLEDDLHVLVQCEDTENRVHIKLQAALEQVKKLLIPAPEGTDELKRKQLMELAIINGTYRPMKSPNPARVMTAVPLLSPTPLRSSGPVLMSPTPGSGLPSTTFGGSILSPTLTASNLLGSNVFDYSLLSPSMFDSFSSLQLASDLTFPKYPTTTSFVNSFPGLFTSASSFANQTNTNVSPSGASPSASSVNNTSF
MCL1-BIM inh: MCL1-BIM-BH3 interaction inhibition (human). Q07820. GST-MCL1 / FITC-Bim-BH3 fluorescence polarization. inhibition, % at 10.9 µM. 0.68% of 320,000 active;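 active = inhibition above the mean inhibition of all tested compounds plus 3 SD, set per campaign, cut at about 40% in these data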;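 note: 0% = DMSO wells and 100% = unlabeled Bim-BH3 peptide control; higher means more loss of mP so more displacement of Bim peptide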
MEX-5 binding: C. elegans MEX-5 TCR-2 RNA binding activity; 0.38% of 300,000 active; Q9XUB2; MEX-5/FITC-TCR2 RNA binding, fluorescence polarization; active compounds read low; activity score (negative = inhibition of binding), % at 10 µM;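 active = inhibition past about -25% in most replicates, and total fluorescence under double the plate's negative control median, limit read from the data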;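 note: 0% = DMSO and -100% = 5 µM competing unlabeled TCR2 RNA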
PAD4 FP inh: blocks human protein arginine deiminase 4; Q9UM07; recombinant PAD4, RCA probe fluorescence polarization; inhibition, % at 6.36 µM; 0.41% of 330,000 active; AID 485272;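 active = percent inhibition above a cutoff equal to the mean of all tested compounds plus 3 SD, cut at about 15% in these data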;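 note: 0% = PAD4 with RCA probe and DMSO and 100% = probe without PAD4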
* hit, by the source's call. An excerpt; the hit share may differ from the screen's.

What do the screens show for `COCCNc1ccc([N+](=O)[O-])cc1C(=O)NC1CCCc2ccccc21` (configuration not stated)?
Fam108B inh: 0; GSTO1 counter: 4; Bcl-xL primary: 5; TPT1 inhibitor: 0; PME-1 inh: 8; GLD-1 RNA inh: 7; MCL1-BIM inh: 5; MEX-5 binding: 0.9; PAD4 FP inh: -5

What do the screens show for `O=C(O)c1ccc([N+](=O)[O-])c(CS(=O)(=O)c2ccc(Cl)cc2)c1`?
Fam108B inh: 0; GSTO1 counter: -5; Bcl-xL primary: 10; TPT1 inhibitor: -7; PME-1 inh: 0; GLD-1 RNA inh: 4; MCL1-BIM inh: 6; MEX-5 binding: -1.8; PAD4 FP inh: -2

What do the screens show for `CC(C)c1ccc(OCC(=O)NNC(=S)NC(=O)c2cccs2)c(Br)c1`?
Fam108B inh: -2; GSTO1 counter: 2; Bcl-xL primary: 10; TPT1 inhibitor: -3; PME-1 inh: 2; GLD-1 RNA inh: -7; MCL1-BIM inh: 20; MEX-5 binding: 3.3; PAD4 FP inh: -2

What do the screens show for `O=S(=O)(NCC(c1cccnc1)N1CCN(Cc2ccccc2)CC1)c1ccccc1` (configuration not stated)?
Fam108B inh: -3; GSTO1 counter: 5; Bcl-xL primary: 4; TPT1 inhibitor: 1; PME-1 inh: 2; GLD-1 RNA inh: -5; MCL1-BIM inh: 3; MEX-5 binding: 4.0; PAD4 FP inh: -4

Results for CCN(CC)S(=O)(=O)c1ccc(NS(=O)(=O)CC23CCC(CC2=O)C3(C)C)cc1 (configuration not stated) ?
Fam108B inh: 4; GSTO1 counter: 0; Bcl-xL primary: 3; TPT1 inhibitor: -4; PME-1 inh: 8; GLD-1 RNA inh: 8; MCL1-BIM inh: 4; MEX-5 binding: -0.5; PAD4 FP inh: -1

How did C(=N\c1c(-c2ccccc2)nc2n1CCS2)/c1ccccc1 do in these assays?
Fam108B inh: 4; GSTO1 counter: -4; Bcl-xL primary: 5; TPT1 inhibitor: 3; PME-1 inh: 1; GLD-1 RNA inh: -8; MCL1-BIM inh: 2; MEX-5 binding: -1.4; PAD4 FP inh: -5

What do the screens show for `CCCCc1nc2cc(C(=O)N3CCCC(OCCC)C3)ccc2o1` (configuration not stated)?
Fam108B inh: 1; GSTO1 counter: -3; Bcl-xL primary: 7; TPT1 inhibitor: -2; PME-1 inh: -1; GLD-1 RNA inh: 1; MCL1-BIM inh: 6; MEX-5 binding: -1.1; PAD4 FP inh: 2

What do the screens show for `COc1ccc(S(=O)(=O)N2CCc3ccccc32)cc1C(=O)NC1(C)CCS(=O)(=O)C1` (configuration not stated)?
Bcl-xL primary: -9; PME-1 inh: 0; GLD-1 RNA inh: 5; MCL1-BIM inh: -12; PAD4 FP inh: -2

What do the screens show for `NNC(=O)COc1ccc2oc3c(c2c1)CCCC3`?
Fam108B inh: 1; GSTO1 counter: -4; Bcl-xL primary: 1; TPT1 inhibitor: 1; PME-1 inh: -5; GLD-1 RNA inh: 0; MCL1-BIM inh: 3; MEX-5 binding: -0.3; PAD4 FP inh: 0

How did Cc1ccccc1NC(=O)c1cccc(N2C(=O)C3CCCCC3C2=O)c1 (configuration not stated) do in these assays?
Fam108B inh: 0; GSTO1 counter: 1; Bcl-xL primary: 5; TPT1 inhibitor: -2; PME-1 inh: -1; GLD-1 RNA inh: 4; MCL1-BIM inh: 7; MEX-5 binding: 0.8; PAD4 FP inh: 2

How did O=C(Nc1ccsc1C(=O)O)c1ccccc1Cl do in these assays?
Fam108B inh: 0; GSTO1 counter: -11; Bcl-xL primary: 10; TPT1 inhibitor: -1; PME-1 inh: -9; GLD-1 RNA inh: -1; MCL1-BIM inh: 9; MEX-5 binding: -0.1; PAD4 FP inh: -1

How did CCC(CC)NC(=O)c1ccc(Cl)cc1 do in these assays?
Fam108B inh: 5; GSTO1 counter: 0; Bcl-xL primary: 1; TPT1 inhibitor: -5; PME-1 inh: 1; GLD-1 RNA inh: -3; MCL1-BIM inh: 2; MEX-5 binding: -1.7; PAD4 FP inh: 2

Results for CCOc1ccccc1N(CC(=O)NC1CCCC1)C(=O)CNC(=O)c1cccs1 ?
Fam108B inh: 1; GSTO1 counter: 5; Bcl-xL primary: 9; TPT1 inhibitor: -2; PME-1 inh: 3; GLD-1 RNA inh: 4; MCL1-BIM inh: 3; MEX-5 binding: -0.5; PAD4 FP inh: -2

Results for CCOC(=O)C1CCCN(CC(=O)Nc2c(C(=O)OC)[nH]c3ccc(Br)cc23)C1 (configuration not stated) ?
Fam108B inh: 3; GSTO1 counter: -7; Bcl-xL primary: 1; TPT1 inhibitor: 2; PME-1 inh: 7; GLD-1 RNA inh: -4; MCL1-BIM inh: -5; MEX-5 binding: 0.9; PAD4 FP inh: 3

What do the screens show for `O=C(c1ccc(S(=O)(=O)c2ccc(F)cc2)c([N+](=O)[O-])c1)N1CCCCCC1`?
Fam108B inh: 4; GSTO1 counter: 10; Bcl-xL primary: 7; TPT1 inhibitor: -3; PME-1 inh: -5; GLD-1 RNA inh: 7; MCL1-BIM inh: 4; MEX-5 binding: 0.6; PAD4 FP inh: 9

How did CCc1ccccc1NC(=O)CN(C)C(=O)CSc1nn(-c2ccc(F)cc2)c(=S)s1 do in these assays?
Fam108B inh: -4; GSTO1 counter: 2; Bcl-xL primary: -3; TPT1 inhibitor: 2; PME-1 inh: 10; GLD-1 RNA inh: 0; MCL1-BIM inh: 2; MEX-5 binding: -1.6; PAD4 FP inh: -3

What do the screens show for `CCCN(CCC)S(=O)(=O)c1cc(Br)cc2c1N(C(=O)CC)CC2`?
Fam108B inh: 4; GSTO1 counter: 6; Bcl-xL primary: 2; TPT1 inhibitor: 1; PME-1 inh: -7; GLD-1 RNA inh: 0; MCL1-BIM inh: 4; MEX-5 binding: 2.4; PAD4 FP inh: 2

Results for CCN(CC)S(=O)(=O)c1cc(C(=O)Nc2cc(C)on2)ccc1Cl ?
Fam108B inh: -1; GSTO1 counter: 9; Bcl-xL primary: 10; TPT1 inhibitor: -4; PME-1 inh: -2; GLD-1 RNA inh: -1; MCL1-BIM inh: 9; MEX-5 binding: 1.2; PAD4 FP inh: -1

What do the screens show for `Cc1ccc(C(=O)N/N=C(\CC(C)C)c2ccccc2)cc1`?
Fam108B inh: -1; GSTO1 counter: 2; Bcl-xL primary: 2; TPT1 inhibitor: 2; PME-1 inh: 1; GLD-1 RNA inh: 2; MCL1-BIM inh: 0; MEX-5 binding: -1.5; PAD4 FP inh: 1

What do the screens show for `CCOC(=O)/C(=C\c1ccc(Cl)cc1)c1nc2sc(C)c(C)c2c(=O)[nH]1`?
Fam108B inh: -10; GSTO1 counter: -4; Bcl-xL primary: 0; TPT1 inhibitor: 3; PME-1 inh: -10; GLD-1 RNA inh: -3; MCL1-BIM inh: -10; MEX-5 binding: -1.4; PAD4 FP inh: 0

How did COc1cccc(C2CC(c3ccc(C)cc3)Nc3nc(N)nn32)c1 (configuration not stated) do in these assays?
Fam108B inh: -1; GSTO1 counter: 3; Bcl-xL primary: 5; TPT1 inhibitor: -4; PME-1 inh: 4; GLD-1 RNA inh: 11; MCL1-BIM inh: 8; MEX-5 binding: 0.6; PAD4 FP inh: 2

How did COc1ccc(-n2cc(C#N)c(=O)n(Cc3ccc(F)cc3)c2=O)cc1 do in these assays?
Fam108B inh: 2; GSTO1 counter: -3; Bcl-xL primary: -1; TPT1 inhibitor: 0; PME-1 inh: -1; GLD-1 RNA inh: -13; MCL1-BIM inh: -2; MEX-5 binding: 0.6; PAD4 FP inh: -10

Results for O=C(NCc1ccccc1)c1ccc2nnsc2c1 ?
Fam108B inh: 2; GSTO1 counter: -2; Bcl-xL primary: -2; TPT1 inhibitor: 2; PME-1 inh: 1; GLD-1 RNA inh: 6; MCL1-BIM inh: 1; MEX-5 binding: 2.2; PAD4 FP inh: 0

What do the screens show for `COc1ccc(CNC(=O)CN2C(=O)NC(C)(c3ccc(C(C)(C)C)cc3)C2=O)cc1` (configuration not stated)?
Fam108B inh: 1; GSTO1 counter: 6; Bcl-xL primary: 0; TPT1 inhibitor: -1; PME-1 inh: -5; GLD-1 RNA inh: 0; MCL1-BIM inh: -3; MEX-5 binding: -1.1; PAD4 FP inh: 4

How did CCNC(=S)Nc1ccc(Cl)cc1 do in these assays?
Fam108B inh: -6; GSTO1 counter: 0; Bcl-xL primary: -1; TPT1 inhibitor: 1; PME-1 inh: -3; GLD-1 RNA inh: 6; MCL1-BIM inh: 0; MEX-5 binding: 0.2; PAD4 FP inh: 2

How did COc1ccccc1-c1c(C#N)c(N)nc2c1CCc1ccccc1-2 do in these assays?
Fam108B inh: -1; GSTO1 counter: 18; Bcl-xL primary: 8; TPT1 inhibitor: 5; PME-1 inh: 40*; GLD-1 RNA inh: 9; MCL1-BIM inh: 5; MEX-5 binding: -1.7; PAD4 FP inh: -14

Results for COC(=O)c1cnn(-c2ccccc2)c1N ?
Fam108B inh: -1; GSTO1 counter: 3; Bcl-xL primary: 3; TPT1 inhibitor: 3; PME-1 inh: 3; GLD-1 RNA inh: 1; MCL1-BIM inh: -4; MEX-5 binding: 1.6; PAD4 FP inh: 0

How did Cc1cc2c(cc1C)NC(c1ccccn1)C1=C(CC(C)(C)CC1=O)N2 (configuration not stated) do in these assays?
Fam108B inh: -1; GSTO1 counter: -8; Bcl-xL primary: 4; TPT1 inhibitor: -5; PME-1 inh: 0; GLD-1 RNA inh: 7; MCL1-BIM inh: 3; MEX-5 binding: -1.3; PAD4 FP inh: 1

Results for O=C(Nc1ccc(Cc2ccncc2)cc1)C1CCC(N2C(=O)C3C4C=CC(C4)C3C2=O)CC1 (configuration not stated) ?
Fam108B inh: 1; GSTO1 counter: -1; Bcl-xL primary: 2; TPT1 inhibitor: 0; PME-1 inh: -5; GLD-1 RNA inh: -1; MCL1-BIM inh: 7; MEX-5 binding: -1.5; PAD4 FP inh: 2

Results for COc1ccc(COc2ccccc2C(=O)NCc2ccccc2)cc1F ?
Fam108B inh: 3; GSTO1 counter: -4; Bcl-xL primary: -1; TPT1 inhibitor: -3; PME-1 inh: 0; GLD-1 RNA inh: 8; MCL1-BIM inh: 1; MEX-5 binding: 1.0; PAD4 FP inh: 1

What do the screens show for `COc1cc2c(cc1OC)C(c1ccccc1)NC(C)(C)C2` (configuration not stated)?
Fam108B inh: -2; GSTO1 counter: -2; Bcl-xL primary: 2; TPT1 inhibitor: 1; PME-1 inh: 1; GLD-1 RNA inh: -4; MCL1-BIM inh: -4; MEX-5 binding: -0.5; PAD4 FP inh: 3

What do the screens show for `Cc1ccn2c(Nc3ccccc3C)c(-c3ccncc3)nc2c1`?
Fam108B inh: -5; GSTO1 counter: -1; Bcl-xL primary: 6; TPT1 inhibitor: 1; PME-1 inh: 9; GLD-1 RNA inh: 0; MCL1-BIM inh: 0; MEX-5 binding: 0.3; PAD4 FP inh: 1

What do the screens show for `CC(Oc1ccc2c3c(c(=O)oc2c1)CCC3)C(=O)NCCN1CCOCC1` (configuration not stated)?
Fam108B inh: 6; GSTO1 counter: 7; Bcl-xL primary: 3; TPT1 inhibitor: -1; PME-1 inh: 3; GLD-1 RNA inh: -4; MCL1-BIM inh: -2; MEX-5 binding: -1.1; PAD4 FP inh: -12

What do the screens show for `O=C(COC(=O)c1cccc(C(=O)OCC(=O)c2ccc(Br)cc2)n1)c1ccc(Br)cc1`?
Fam108B inh: -3; GSTO1 counter: 8; Bcl-xL primary: -1; TPT1 inhibitor: -4; PME-1 inh: -2; GLD-1 RNA inh: 0; MCL1-BIM inh: 2; MEX-5 binding: 1.5; PAD4 FP inh: 2

Results for CN(C)c1ccc(NS(=O)(=O)c2cccc(Cl)c2)cc1 ?
Fam108B inh: 2; GSTO1 counter: 11; Bcl-xL primary: 15; TPT1 inhibitor: -1; PME-1 inh: -1; GLD-1 RNA inh: 6; MCL1-BIM inh: 18; MEX-5 binding: -4.5; PAD4 FP inh: -6

Assay outcomes as filed in PubChem.
